BoNT-A LC inh2 = BoNT A light chain protease inhibition | inhibition, % at 10 µM | multiplex microsphere protease substrate cleavage, flow cytometry | actives 0.17% (n = 360,000); further: plate controls were buffer without enzyme for full effect and enzyme alone for no effect
CCHFV vOTU inh = CCHFV vOTU protease inhibition; Pep-AMC fluorescence; inhibition, % at 11.5 µM; actives 0.55% (n = 370,000); in the data active means inhibition above about 30%; further: 0% = vehicle wells with enzyme and 100% = no enzyme wells
PriA SSB inh = inhibitors of Klebsiella pneumoniae PriA binding to SSB C-terminal tail | AlphaScreen SSBct-PriA binding, biotinylated peptide | inhibition, % at 33 µM | actives 0.6% (n = 430,000); in the data active means inhibition mostly above about 37%, no sharp cut-off; inactive means mostly below about 20%;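 further: plate controls were negative control peptide for no effect and reference peptide for full effect; strong numbers were not always called active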
MazF activator = activators of E. coli MazEF toxin-antitoxin RNase; P0AE70; FAM/BHQ RNA-DNA oligo cleavage fluorescence, 5 h; activation, % at 20 µM; actives 0.32% (n = 350,000); in the data active means activation above about 50%
Target sequence (P0AE70 whole entry, looked up): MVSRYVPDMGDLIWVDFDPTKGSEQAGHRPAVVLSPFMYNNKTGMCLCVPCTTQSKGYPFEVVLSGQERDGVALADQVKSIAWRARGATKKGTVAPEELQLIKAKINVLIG
BoNT F protease = inhibitors of Botulinum neurotoxin F light chain protease; Multiplex microsphere protease cleavage assay, flow cytometry; inhibition, % at 10 µM; AID 588497; actives 0.22% (n = 360,000); in the data active means inhibition above about 35%, passing the limit was not always enough; inconclusive means no clear call, values can overlap the other calls; further: plate controls were buffer without enzyme for full effect and enzyme alone for no effect
PrPC TRFRET = inhibitors of human cell surface prion protein PrPC | P04156 | TR-FRET read-out | inhibition, % at 13.8 µM | actives 0.43% (n = 370,000); in the data active means inhibition above about 24%; further: 0% = median of the test wells and 100% = reference compound wells
Rv3671c protease = inhibitors of M. tuberculosis serine protease Rv3671c. inhibition, % at 5.96 µM. AID 2606. P9WHR9. actives 0.048% (n = 320,000); in the data active means inhibition above about 38%;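 further: extracellular domain of Rv3671c used as enzyme; 0% = enzyme with DMSO and 100% = no enzyme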
SARS 3CLpro inh = SARS-CoV 3CLpro protease inhibition. P0C6X7. recombinant SARS-CoV 3CLpro, quenched FRET peptide cleavage. inhibition, % at 6 µM. actives 0.14% (n = 290,000); in the data active means inhibition above about 12%
VHR inh abs = DUSP3 (human) phosphatase inhibition. P51452. recombinant VHR phosphatase, pNPP absorbance. inhibition, % at 13.3 µM. actives 0.52% (n = 290,000). AID 1654; in the data active means inhibition above about 50%; further: some compounds called inactive have numbers as strong as hits
Target sequence (P51452 whole entry, looked up): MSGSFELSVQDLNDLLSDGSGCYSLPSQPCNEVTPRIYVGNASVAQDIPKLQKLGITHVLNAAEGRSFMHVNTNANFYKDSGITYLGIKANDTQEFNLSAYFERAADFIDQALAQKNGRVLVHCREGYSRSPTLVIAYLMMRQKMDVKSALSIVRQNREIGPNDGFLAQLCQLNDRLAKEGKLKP
Anthrax LF inh2 = blocks Bacillus anthracis lethal factor protease; P15917; inhibition, % at 10 µM; actives 0.12% (n = 360,000); multiplex microsphere protease cleavage assay, LF; AID 588501; further: plate controls were buffer without enzyme for full effect and enzyme alone for no effect
Target sequence (P15917 whole entry, looked up): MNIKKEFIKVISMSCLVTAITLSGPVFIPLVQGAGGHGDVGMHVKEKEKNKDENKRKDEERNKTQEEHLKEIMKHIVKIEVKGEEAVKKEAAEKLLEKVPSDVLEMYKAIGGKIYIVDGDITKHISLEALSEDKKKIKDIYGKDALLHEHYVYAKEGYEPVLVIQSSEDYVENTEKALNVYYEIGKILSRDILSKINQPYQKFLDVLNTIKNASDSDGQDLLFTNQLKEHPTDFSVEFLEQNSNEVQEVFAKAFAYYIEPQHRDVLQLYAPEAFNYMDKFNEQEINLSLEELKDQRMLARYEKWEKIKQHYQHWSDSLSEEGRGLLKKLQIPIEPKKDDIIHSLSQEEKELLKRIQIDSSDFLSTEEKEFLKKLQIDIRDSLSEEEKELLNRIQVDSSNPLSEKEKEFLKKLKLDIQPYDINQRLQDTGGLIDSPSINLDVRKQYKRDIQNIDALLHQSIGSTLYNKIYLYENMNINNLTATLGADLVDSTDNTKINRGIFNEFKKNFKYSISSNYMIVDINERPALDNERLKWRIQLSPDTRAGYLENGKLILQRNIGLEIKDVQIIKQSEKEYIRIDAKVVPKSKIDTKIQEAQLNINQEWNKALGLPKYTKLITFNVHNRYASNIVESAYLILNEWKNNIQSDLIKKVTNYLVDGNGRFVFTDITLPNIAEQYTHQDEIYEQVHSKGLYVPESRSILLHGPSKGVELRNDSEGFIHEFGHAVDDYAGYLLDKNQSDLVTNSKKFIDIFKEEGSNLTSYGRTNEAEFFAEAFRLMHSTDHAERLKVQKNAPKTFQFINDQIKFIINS
An asterisk follows results filed as active; ? = inconclusive; · = no result given; & = joins results of further samples. Unless noted, no stated cut-off is given here; in the data, active means inhibition above about 30%; inconclusive means no clear call, values can overlap the other calls; inactive means below that.

SMILES	BoNT-A LC inh2	CCHFV vOTU inh	PriA SSB inh	MazF activator	BoNT F protease	PrPC TRFRET	Rv3671c protease	SARS 3CLpro inh	VHR inh abs	Anthrax LF inh2
Cc1cccc(NCc2ccccc2OCc2ccccc2F)c1	-0.7	28	-35	-11	-12	7	2	2	14	-4
Cc1ccc(OCC(=O)Nc2cc(S(=O)(=O)N3CCCCC3)ccc2C)c([N+](=O)[O-])n1	-0.8	16	-11	4	-2	1	-13	8	-10	-2
CCCNC(=O)C1(C)CCN(C(=O)c2cc(C)n(C(C)(C)C)n2)C1 (centres undefined)	-0.2	1	·	·	2	1	·	·	·	-1
CC(C)c1nccn1S(=O)(=O)c1cc(Cl)ccc1Cl	-0.5	-2	7	-2	2	-1	-3	2	-1	-2
O=C(NCc1nnc2c3ccccc3c(-c3ccccc3)nn12)c1ccccc1Cl	-0.3	-3	-11	-1	0	-5	-8	0	2	2
CCOC(=O)CCC(NC(=O)CCCCCCCCC(=O)NC(CCC(=O)OCC)C(=O)OCC)C(=O)OCC (centres undefined)	0.1	7	0	2	-4	-4	-8	-3	26	0
CCOc1ccc2[nH]c3ncccc3c(=O)c2c1	5.3	-8	-6	-3	-12	-17	0	-9	40	-4
CCN1CCc2c(C#N)c(N3CCOCC3)nc(N3CCOCC3)c2C1	-1.5	-7	1	7	14	3	7	-7	24	1
Cc1[nH][nH]c(=O)c1C=NCc1cccs1	-0.9	7	-10	6	-1	0	9	-3	24	1
O=C(OCc1cn([C@H]2C[C@H](c3ccccc3)N(CC3CCCCC3)C[C@@H]2O)nn1)c1ccccc1	-0.3	19	·	1	2	9	·	·	·	1
O=C(CN1CCN(c2ccc(F)cc2)CC1)Nc1ccc(-n2cnnn2)cc1	-0.9	-3	-8	7	-1	-4	0	3	4	-4
O=C(c1cccc(NS(=O)(=O)c2ccc(F)c(F)c2)c1)N1CCN(C(c2ccccc2)c2ccccc2)CC1	0.4	-1	6	-3	-5	-3	-77	8	-23	2
C/C(=N\O)C1/C(=N/O)CC2C1C2(C)C (centres undefined)	-0.6	-9	·	-4	-2	-1	4	-1	-8	-1
COc1ccc(O)c(/C=N\NC(=O)CCn2nnc3ccccc32)c1	-0.7	0	·	3	-2	8	3	-2	-18	-5
O=C(NC1CCCCCC1)C(=S)NCCc1ccccc1	-0.6	11	13	13	-2	-6	-4	1	19	-5
Oc1ccc(-c2[nH]ncc2-c2cnn(-c3ccccc3)c2)c(O)c1	-0.7	15	8	0	-6	-2	4	3	13	-2
COCCNc1nc2cc(-c3cccc(C(F)(F)F)c3)sc2c(=O)n1C	0.0	-1	·	·	-3	-6	·	·	·	0
O=C(NCCC(=O)N1CCN(c2ccccn2)CC1)c1ccc([N+](=O)[O-])cc1	1.6	0	-4	5	2	-47	-3	·	·	0
O=C(NCc1nnc(SCC(=O)N2CCCc3ccccc32)o1)c1c(F)cccc1Cl	0.0	-13	-2	6	2	-6	-1	7	18	3
COC(=O)C1=C(c2ccc(F)cc2OCc2ccccc2)C[C@@H]2CC[C@H]1N2C(=O)NCc1ccc([N+](=O)[O-])cc1	-0.8	3	9	-5	-9	2	-20	·	·	-2
CC(=O)N(Cc1ccccc1)C1CC(=O)N(Cc2ccccc2)C1=O (centres undefined)	-0.1	-11	-6	3	2	4	·	·	·	1
CCCOc1ccc(NC(N)=O)cc1OCCC	2.3	-1	-3	13	-28	5	4	9	-10	-6
O=C(CN1CCN(c2ccccc2F)CC1)c1ccc2cc[nH]c2c1	0.7	3	7	3	0	-1	-2	-3	-16	-3
Cc1nc(C(F)(F)F)ccc1C(=O)N1CCC(C)(C(=O)NS(=O)(=O)C2CC2)C1 (centres undefined)	-0.3	3	·	·	-11	1	·	·	·	-5
O=C(CNC(=S)NC(=O)c1cccs1)c1ccccc1	0.3	8	0	1	-3	-2	-7	2	7	0
Later entries.
SMILES	BoNT-A LC inh2	CCHFV vOTU inh	PriA SSB inh	MazF activator	BoNT F protease	PrPC TRFRET	Rv3671c protease	SARS 3CLpro inh	VHR inh abs	Anthrax LF inh2
CC(C)CN(CC(C)C)S(=O)(=O)N1CCC(C(=O)NCCN2CCOCC2)CC1	0.1	-10	0	-3	1	-6	-5	-1	7	2
COc1cc(NC(=O)c2cc([N+](=O)[O-])ccc2NC(=O)CNC2CCCCC2C)cc(OC)c1 (centres undefined)	1.4	24	7	8	1	-7	-18	-5	13	-1
O=C(CO/N=C/c1ccccc1OC(F)F)NC1CCCC1	0.2	4	·	1	-9	-4	8	-2	22	-11
CCOc1ccc(-c2nnn(CCC#N)n2)cc1OC	0.5	0	-10	5	1	2	-4	4	18	-5
O=C(CCc1c[nH]c2ccccc12)NCC1COc2ccccc2O1 (centres undefined)	-0.9	-3	2	6	-2	5	6	-4	4	-4
COCCN1CCN(C(=O)c2cc(COc3cc(C)ccc3C)on2)CC1	-0.3	·	-10	1	10	·	-1	5	-26	0
N#CCc1nc(CSc2nc3ccccc3o2)cs1	2.1	11	-5	-8	7	-11	0	0	22	-1
CCCOc1c(Br)cc(C(=O)OCC(=O)NC(=O)c2cccn2C)cc1OC	1.4	-4	2	-17	3	9	2	·	·	1
O=C(c1cccs1)c1coc2ccc(O)cc12	0.0	-17	-7	5	9	5	-7	-8	10	-6
C/C=C/Cn1c(N(C)Cc2ccccc2)nc2c1c(=O)[nH]c(=O)n2C	0.0	0	-14	0	-6	6	-7	0	-18	2
Cc1ccc(C(C)NC(=O)c2ccco2)cc1 (centres undefined)	?	-4	-5	4	5	1	-2	-2	-5	?
O=c1[nH]ncc(N/N=C\c2cccnc2)c1Cl	·	-5	·	4	·	-13	3	-3	13	·
O=C1N2c3ccccc3CCc3cccc(c32)C1(O)C(F)(F)F (centres undefined)	0.3	13	2	2	1	8	5	3	-5	-2
Cc1c(Nc2nc(-c3ccc(Cl)cc3)cs2)c(=O)n(-c2ccccc2)n1C	-1.4	-3	-9	-3	-13	4	1	4	22	-2
COc1ccc(OCC(=O)Nc2c3c(nn2C(C)(C)C)CS(=O)(=O)C3)cc1	1.4	-3	0	3	10	-3	3	4	-6	3
O=C(CCn1cnnn1)Nc1ccc(Cl)cc1Cl	0.3	-5	-6	2	-2	-3	7	-1	1	0
CCOC(=O)c1sc(S(C)=O)c2c1CCc1conc1-2 (centres undefined)	·	-8	1	-3	·	-7	4	0	10	·
C=C1C(=O)OC2C1CCC(C)=C1C(=O)C3OC3(C)C12 (centres undefined)	0.3	-6	2	5	3	7	·	·	·	2
O=C(Nc1cccnc1)Nc1ccc(Cl)cc1Cl	0.6	15	-13	-4	-2	11	-6	3	29	0
CSc1ccccc1C(=O)C1CCCN(C(=O)c2cc(C(C)C)no2)C1 (centres undefined)	-1.0	2	-8	13	-2	7	-1	-1	6	-3
O=C(Nc1ccc(Cl)cn1)c1ccc2c(Cl)c3c(nc2c1)CCC3	-0.4	-5	-16	-11	-1	-3	-5	4	31	-1
CCOCCn1ccc2c(OCC(=O)NCCc3ccc(OC)c(OC)c3)cccc2c1=O	5.9	-2	-11&-21	-1	9	1	0	·	·	-2
COc1ccc(C(C(=O)NC2CCCCC2)N(CC2CCCO2)C(=O)CCCC(=O)Nc2ccccn2)cc1 (centres undefined)	-5.0	10	1	11	-22	-7	·	2	-12	0
CN(Cc1ccccc1)C(=O)COC(=O)Cn1cnc2ccccc21	-0.4	4	-2	0	-1	-1	-1	-3	8	-1
O=CNc1cc(-c2ccc(C(=O)NC3CC3)cc2)cn2c(-c3ccc(F)cc3)cnc12	0.1	-16	·	·	5	-16	·	·	·	0

An excerpt from above in order of length of the SMILES, largest number first.
SMILES	BoNT-A LC inh2	CCHFV vOTU inh	PriA SSB inh	MazF activator	BoNT F protease	PrPC TRFRET	Rv3671c protease	SARS 3CLpro inh	VHR inh abs	Anthrax LF inh2
CC(C)CN(CC(C)C)S(=O)(=O)N1CCC(C(=O)NCCN2CCOCC2)CC1	0.1	-10	0	-3	1	-6	-5	-1	7	2
C/C=C/Cn1c(N(C)Cc2ccccc2)nc2c1c(=O)[nH]c(=O)n2C	0.0	0	-14	0	-6	6	-7	0	-18	2
CCCOc1c(Br)cc(C(=O)OCC(=O)NC(=O)c2cccn2C)cc1OC	1.4	-4	2	-17	3	9	2	·	·	1
C=C1C(=O)OC2C1CCC(C)=C1C(=O)C3OC3(C)C12 (centres undefined)	0.3	-6	2	5	3	7	·	·	·	2
O=C(CNC(=S)NC(=O)c1cccs1)c1ccccc1	0.3	8	0	1	-3	-2	-7	2	7	0
Cc1[nH][nH]c(=O)c1C=NCc1cccs1	-0.9	7	-10	6	-1	0	9	-3	24	1

The list continues.
SMILES	BoNT-A LC inh2	CCHFV vOTU inh	PriA SSB inh	MazF activator	BoNT F protease	PrPC TRFRET	Rv3671c protease	SARS 3CLpro inh	VHR inh abs	Anthrax LF inh2
COc1ccc(N2CCN(C(CNS(=O)(=O)c3cc(F)ccc3F)c3cccnc3)CC2)cc1 (centres undefined)	-0.3	4	14	2	-16	-2	-6	3	17	-4
CCOc1ccc(-n2c(=O)c3c4c(sc3n(CC(=O)NCC3CCCO3)c2=O)CCC4)cc1 (centres undefined)	0.3	-14	3	-3	2	1	-1	3	-33	-1
COc1ccc(OC)c(NC(=S)NCc2ccc(S(N)(=O)=O)cc2)c1	-0.7	-7	-3	-16	-2	-10	11	3	3	-4
Nc1cc2c(cc1Br)-c1ccc(F)cc1C2=O	-0.4	9	11	14	0	0	·	·	·	-5
Cc1cc(C)n2cc(CSc3nnnn3-c3ccccc3C)nc2n1	0.5	-1	4	-7	1	1	-3	1	44	-3
Nc1ccc(Cc2nc3cc4ccccc4cc3[nH]2)cc1	·	-8	12	4	·	-10	-1	-1	31	·
CSCCC(NS(=O)(=O)c1ccccc1)C(=O)OCc1cc(=O)oc2cc(O)ccc12 (centres undefined)	-7.0	-2	-9	-1	-19	-3	-6	·	·	?
Cn1c(CNc2ccc(Cl)cc2)nnc1SCc1ccccc1	2.1	-5	-7	-5	7	7	-1	-1	29	6
O=C(c1ccccc1Cl)N1CCN(c2ccccn2)CC1	-0.7	0	-9	-2	4	0	-10	2	-8	-3
O=C(Cc1ccsc1)Nc1cc(F)ccc1F	1.0	10	-5	1	-3	8	-6	-1	49	-1
O=C(CSc1nnc(SCc2ccccc2)s1)N/N=C/c1c[nH]c2ccccc12	-1.2	7	·	-7	1	1	·	3	-1	0
COc1ccc(NC(=S)NC(=O)Cc2ccccc2)cc1	-1.8	9	-9	2	14	10	-9	1	2	-2
COc1ccc(-c2csc(NC(=O)CSCc3c(C)noc3C)n2)cc1OC	·	-1	10	7	·	4	1	4	28	·
Cc1ccc(N2C(=O)C(Cl)=C(NCCO)C2=O)c(C)c1	0.7	-8	-3	-2	5	0	3	-1	12	3
Nc1nc(-c2ccccc2)c(CCCOc2ccc([N+](=O)[O-])cc2)c(=O)[nH]1	0.2	-7	2	4	5	-3	·	·	·	-10
CN(C)c1cccc(C(=O)N(Cc2ccccc2)Cc2ccccc2)c1	-2.6	0	20	6	-2	2	·	3	15	-4
CCOC(=O)c1cc(NC(=O)/C=C\C(=O)O)ccc1Cl	-2.8	5	-16	-5	-22	-2	3	3	-24	-7
COc1ccc(CCNC(=O)c2coc3ccccc3c2=O)cc1	-1.3	-12	-1	10	11	5	-2	3	7	4
COc1ccc(CCNc2ncnc3nc[nH]c23)cc1OC	-0.9	-8	-4	-2	-9	1	4	-2	-5	-3
CCC1(CC)C(=O)C(C)(C)C(=O)OC1c1cccs1 (centres undefined)	-3.5	12	-1	-3	-66	0	4	-5	-1	-5
CCn1c(SCC(=O)NCCOc2ccccc2)nc2ccccc2c1=O	0.7	1	-7	2	12	6	-3	2	22	5
N#C/C(=C(/O)CN1C(=O)c2ccccc2C1=O)c1nc2ccccc2[nH]1	-0.8	8	·	8	-12	-1	5	5	30	-1
COc1ccc2oc(=O)cc(-c3cc4cccc(OC)c4o3)c2c1	1.8	3	4	19	8	-2	-5	5	13	-2
CC1=NN(C(N)=S)C(=O)C1N=Nc1ccc(O)cc1 (centres undefined)	-1.6	18	-9	-31	-6	0	·	-5	11	-18
O=C(CSc1ccccn1)Nc1nonc1[N+](=O)[O-]	-0.1	17	-9	1	2	4	-7	41*	-6	0

Assay outcomes: PubChem BioAssay, several laboratories

The list is partial; rates above refer to the full screens.
